TrxR1 substrate = qHTS Assay for Substrates of Mammalian Selenoprotein Thioredoxin Reductase 1 (TrxR1): qHTS | Potency, µM (titrated, usually from 114 µM), without a hit: at the top dose activity change, negative = substrate turnover | hit rate 0.01% among 390,000 | purified TrxR1 substrate turnover, NADPH consumption readout | Thioredoxin reductase 1, cytoplasmic (Rattus norvegicus), O89049; also: % is scaled to controls: 0 for no effect and ±100 for the full control effect; nearly all actives have a fitted effect of over 50% in size
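Rat TrxR1, dispensed at 90 nM, was prereduced with 400 uM NADPH (final) for 5 min at ~22 deg C, then incubated with compound 15 min before 400 uM selenite. A first-read NADPH fluorescence drop versus no-compound background flagged substrates.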
USP1-UAF1 inh = Inhibitors of USP1/UAF1: Primary Screen. recombinant USP1/UAF1, Ub-Rhodamine cleavage fluorescence. hit rate 0.23% among 390,000. Potency, µM (series often up to 57.1 µM), for inactives: at the highest dose activity change, negative = inhibition, actives largely listed as inhibitors; also: % is scaled to controls: 0 for no effect and ±100 for the full control effect; nearly all actives have a fitted effect of over 60% in size; inactives centre near -12
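Step one: compound is pinned into 1nM USP1/UAF1 in HEPES pH 7.8 buffer with TCEP. Step two: 15 min room-temperature incubation. Step three: Ub-Rho (150nM final) starts cleavage, tracked by fluorescence over six one-minute reads.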
12-LOX inh = Primary qHTS assay for inhibitors of human arachidonate 12S-lipoxygenase (ALOX12): Round 2 | Polyunsaturated fatty acid lipoxygenase ALOX12 (Homo sapiens), P18054 | Potency, µM (titrated, usually from 108 µM), for the others: top-dose activity change, negative = inhibition, hits mostly inhibitors | AID 1671190, 2021 | hit rate 1.1% among 580,000 | purified 12hLO, xylenol orange hydroperoxide absorbance; also: % is scaled to controls: 0 for no effect and ±100 for the full control effect
Target sequence (P18054 whole entry, looked up): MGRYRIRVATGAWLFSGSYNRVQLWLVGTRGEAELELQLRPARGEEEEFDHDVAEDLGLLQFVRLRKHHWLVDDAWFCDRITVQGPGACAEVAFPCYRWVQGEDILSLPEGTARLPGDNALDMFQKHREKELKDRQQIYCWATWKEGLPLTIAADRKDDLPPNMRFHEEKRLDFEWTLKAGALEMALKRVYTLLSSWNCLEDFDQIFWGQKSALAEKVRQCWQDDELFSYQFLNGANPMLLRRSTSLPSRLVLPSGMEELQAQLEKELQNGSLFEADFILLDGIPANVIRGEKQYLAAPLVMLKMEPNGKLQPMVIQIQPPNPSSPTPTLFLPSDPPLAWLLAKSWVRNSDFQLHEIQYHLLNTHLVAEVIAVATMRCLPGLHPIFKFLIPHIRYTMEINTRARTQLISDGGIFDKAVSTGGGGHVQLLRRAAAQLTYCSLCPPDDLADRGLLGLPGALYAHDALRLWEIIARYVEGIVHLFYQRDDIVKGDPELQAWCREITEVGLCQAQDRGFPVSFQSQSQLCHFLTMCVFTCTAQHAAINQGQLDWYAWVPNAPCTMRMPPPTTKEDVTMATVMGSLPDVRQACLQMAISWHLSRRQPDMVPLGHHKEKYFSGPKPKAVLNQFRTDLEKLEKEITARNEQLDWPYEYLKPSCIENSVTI
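Hydroperoxide product was detected by ferrous iron/xylenol orange as the 573 to 405 nm absorbance ratio. Arachidonic acid at 40 uM (final) was turned over for 30 min at room temperature by 150 nM human 12hLO, pH 7.0 Hepes buffer, after 15 min compound preincubation.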
Vif-APOBEC3F blk = qHTS for Inhibitors of Vif-A3F Interactions: qHTS | Potency, µM (top dose mostly 46.1 µM), for inactives: top-dose activity, negative = active | hit rate 0.2% among 390,000 | AID 602313, 2012 | HeLa A3F-eYFP + Vif (tagged APOBEC3F with the HIV-1 protein that degrades it), YFP fluorescence increase; also: % of control where 0% means no effect; nearly all actives have a fitted effect of over 65% in size
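HeLa cells stably expressing Vif plus C-terminally eYFP-tagged A3F were seeded, incubated overnight at 37 deg C, dosed with compound, incubated overnight again at 37 deg C. Yellow fluorescence (Ex 488/Em 500-530) reported blocked Vif-mediated A3F-eYFP degradation.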
Vif-A3G inh = qHTS for Inhibitors of Vif-A3G Interactions: qHTS; DNA dC->dU-editing enzyme APOBEC-3G (Homo sapiens), Q9HC16; HeLa A3G-eYFP + Vif (tagged APOBEC3G with the HIV-1 protein that degrades it), YFP fluorescence, overnight; Potency, µM (top dose mostly 46.1 µM), without a hit: at the highest dose activity, negative = active, usual class: inhibitors; hit rate 0.076% among 410,000; AID 602310, 2012;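 also: % is scaled to controls: 0 for no effect and ±100 for the full control effect; nearly all actives have a fitted effect of over 60% in size; hits raise eYFP signal because A3G escapes Vif-driven loss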
Target sequence (Q9HC16 whole entry, looked up): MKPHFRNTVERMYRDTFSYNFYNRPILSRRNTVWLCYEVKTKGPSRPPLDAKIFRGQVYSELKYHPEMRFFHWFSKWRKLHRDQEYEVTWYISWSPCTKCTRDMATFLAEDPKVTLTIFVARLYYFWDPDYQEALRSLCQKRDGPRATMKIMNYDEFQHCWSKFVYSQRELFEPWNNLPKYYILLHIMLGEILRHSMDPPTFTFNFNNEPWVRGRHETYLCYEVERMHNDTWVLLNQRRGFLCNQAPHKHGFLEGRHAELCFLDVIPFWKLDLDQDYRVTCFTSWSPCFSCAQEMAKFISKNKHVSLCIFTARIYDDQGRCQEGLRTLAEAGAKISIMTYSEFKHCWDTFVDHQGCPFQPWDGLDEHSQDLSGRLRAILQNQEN
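Read-out is eYFP fluorescence (Ex 488/Em 500-530) from Vif-expressing HeLa A3G-eYFP cells; more signal means A3G escaped Vif-mediated degradation. Cells plated overnight, compound pinned in, incubated overnight at 37 deg C.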
RXFP1 ag = qHTS Assay for Agonists of the Relaxin Receptor RXFP1 | HEK293T-RXFP1 cAMP TR-FRET, 30 min; response scale: percent of porcine relaxin response, buffer zero | Potency, µM (top dose mostly 57.5 µM), without a hit: at the top dose activation, hits mostly activators | hit rate 0.3% among 370,000 | AID 2676, 2010; also: % is scaled to controls: 0 for no effect and ±100 for the full control effect; nearly all actives have a fitted effect of over 60% in size; many of its hits are not listed in these tables
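HEK293T cells stably expressing RXFP1 were pretreated with the PDE4 inhibitor Ro 20174, exposed to compounds for 30 min at 37C, lysed, and cAMP was read by TR-FRET. Data normalized to buffer (basal) and 29 nM porcine relaxin (100%).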
RGS4 inh = Inhibitors of Regulator of G Protein Signaling (RGS) 4: qHTS; Transcreener GDP fluorescence polarization, RGS4-accelerated GTP hydrolysis; Potency, µM (doses to about 114 µM), without a hit: at the top dose activity change, negative = inhibition, actives largely listed as inhibitors; Regulator of G-protein signaling 4 (Homo sapiens), P49798; AID 504845, 2011; hit rate 0.039% among 390,000; also: % is scaled to controls: 0 for no effect and ±100 for the full control effect; nearly all actives have a fitted effect of over 75% in size; some results filed as inactive show a strong effect at the top dose
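MLSMR compounds (23 nl, pin-transferred) preincubated 10 min at room temperature with a 500nM (2x) first reagent, then RGS4 at 900nM (2x) plus Transcreener GDP mix added; fluorescence polarization (620/688 nm) read before and after 90 min at 30 °C.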
mIDH1 inhibitor = qHTS for Inhibitors of mutant isocitrate dehydrogenase 1 (IDH1): qHTS. Potency, µM (doses to about 76.6 µM), for inactives: at the highest dose activity change, negative = inhibition, actives largely listed as inhibitors. hit rate 0.093% among 390,000. IDH1-R132H enzyme, NADPH consumption, diaphorase/resazurin fluorescence. AID 602179, 2012; also: % is scaled to controls: 0 for no effect and ±100 for the full control effect; nearly all actives have a fitted effect of over 65% in size
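IDH1-R132H (0.5 ug/mL dispensed) in pH 7.5 Tris buffer was preincubated 30 min with compound, then given a substrate mix of 0.016 mM NADPH and 2 mM alpha-KG for 80 min at room temperature; remaining NADPH was read by diaphorase/resazurin fluorescence.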
TrxR1 inh = qHTS Assay for Inhibitors of Mammalian Selenoprotein Thioredoxin Reductase 1 (TrxR1): qHTS; Thioredoxin reductase 1, cytoplasmic (Rattus norvegicus), O89049; recombinant rTrxR1, NADPH fluorescence consumption, selenite substrate; Potency, µM (doses to about 114 µM), inactives show at the highest dose activity change, negative = inhibition, actives largely listed as inhibitors; hit rate 1% among 390,000; AID 588453, 2011; also: % is scaled to controls: 0 for no effect and ±100 for the full control effect; nearly all actives have a fitted effect of over 65% in size
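Rat TrxR1 (90 nM in the dispensed reagent) was pre-reduced with 400 uM NADPH for 5 min at room temperature, then incubated with compound for 15 min. After 400 uM selenite was added, NADPH fluorescence (Ex 340/Em 450 nm) was followed for 8 min.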
Active calls of the source: *; ? = inconclusive; . = no result given; [ ] = another dose, or the depositor's remark. Calls follow the shape of the dose curve; as a rule, active = well fitted curve in the direction sought with a large enough effect; inconclusive = small, poorly fitted or top-dose-only effect, or another doubt; inactive = no such curve, though single readings can be large; an effect the other way counts as inactive or inconclusive. Potency is read from the fitted curve at half-maximal effect. This is a subset (hit frequency here may not be typical).

SMILES	TrxR1 substrate	USP1-UAF1 inh	12-LOX inh	Vif-APOBEC3F blk	Vif-A3G inh	RXFP1 ag	RGS4 inh	mIDH1 inhibitor	TrxR1 inh
Cc1c(C)c2cc(Cl)c(O)c(CN3CCN(C)CC3)c2oc1=O	.	-13.7%	-0.1%	-2.3%	2.4%	13.0%	-31.4%	17.3%	175.1%[activator][57.1 µM]
CCCCSc1ncc(C(=O)OCC)c(N)n1	-7.5%	1.5%	0.0%	-4.0%	2.5%	-0.1%	0.5%[11.4 µM]	5.9%	-1.4%
CC(=O)Nc1ccc(N=Nc2c(C)[nH]n(C(N)=S)c2=O)cc1	-17.3%	-14.3%	-24.6%	1.6%	0.2%	-6.2%	-3.4%	-10.7%	-4.4%
O=C(C1CC1)N1CCc2cc(S(=O)(=O)NC3CCN(Cc4ccccc4)CC3)ccc21	-0.3%	-1.1%	0.0%	-11.9%	-4.2%	1.6%	22.0%	-1.7%	-4.4%
CCOC(=O)C1CCCN(C2CC(=O)N(c3ccc(N4C(=O)CC(N5CCCC(C(=O)OCC)C5)C4=O)cc3)C2=O)C1 (configuration not stated)	0.4%	-18.1%	0.4%	-18.6%	3.9%	9.1%	-51.3%	7.6%	?
O=C1C=C(c2cccc(OCc3ccccc3)c2)C[C@@H](c2ccc3c(c2)OCO3)C1	9.0%[57.1 µM]	26.6%	-4.7%	-8.5%	0.6%	1.6%	16.3%	5.4%	37.9%[activator][57.1 µM]
CCCCn1nc2cc(C(=O)NC3CCc4ccccc43)ccc2c1OCC (configuration not stated)	66.9%[activator]	?	1.4%	-0.6%	-4.6%	0.4%	-9.9%	4.2%	-2.5%
CCOc1ccc(S(=O)(=O)Nc2ccc(-c3ccc(N4CCCC4)nn3)cc2)cc1	-8.2%[57.1 µM]	-6.5%	-24.7%	-11.8%	1.6%	2.6%	4.6%	-15.0%	4.4%[57.1 µM]
COc1cc(OC)cc(C(=O)NCC(=O)NC(C)CCc2ccccc2)c1 (configuration not stated)	4.7%[57.1 µM]	-6.3%	-3.7%	-9.9%	0.1%	-1.9%	-8.9%	19.5%	27.8%[57.1 µM]
CCNc1ccc(S(=O)(=O)N(C)C)cc1NCC(=O)Nc1ccccc1Br	-6.3%	-17.0%	14.2%	7.6%	-3.3%	-2.5%	-30.0%	8.0%	15.5%[57.1 µM]
COc1ccc(C(=O)N(CN2CCCC2=O)c2ccc(C)cc2)cc1	1.3%	-10.5%	-21.8%	-0.8%	0.3%	-1.1%	-7.4%	-0.6%	13.8%
O=C(NCc1cc(C(F)(F)F)ccc1F)C1CCC(=O)N(C2CCCCCC2)C1 (configuration not stated)	-1.7%	-23.1%	-4.8%	-11.2%	1.5%	0.5%	15.8%	-5.0%	16.2%
CN(CCO)c1cc(N2CCC3(CC2)OCCO3)c2nonc2c1[N+](=O)[O-]	-32.7%	-12.1%	?	-5.6%	-3.6%	8.4%	1.7%	7.0%	28.2µM*
Cc1cc2c(Nc3ccccc3)ncnc2s1	-1.9%	-6.6%	?	28.2%	-0.5%	1.0%	1.8%	-7.8%	21.0%
C=C(C)CN(CC)Cc1c(C(=O)N(C)CCCC)nc2ccccn12	-2.7%	-6.0%	3.9%	-5.3%	1.3%	1.2%	12.1%	1.8%	9.6%
COc1cc(OC)c(C(=O)OC(C)C(=O)Nc2cccc(C(F)(F)F)c2)cc1OC (configuration not stated)	-7.5%	-26.5%	-5.0%	0.8%	-3.4%	2.3%	-11.8%	3.0%	11.3%[57.1 µM]
Cc1ncc(CN2CCC(N3CCC(C(=O)N4CCCC4)CC3)CC2)s1	-3.9%	-11.2%	.	-4.7%	1.2%	0.4%	-1.0%	6.8%	-9.6%
CC1CCCN(C(=O)CNC(=O)Cn2ccc3ccccc3c2=O)C1 (configuration not stated)	9.0%	?	16.2%[57.4 µM]	-0.2%	5.1%	1.7%	-6.9%	-8.9%	25.7%
N#Cc1ccc(-c2ccco2)nc1SCc1ccccc1	24.4%	-11.9%	3.2%	1.4%	?	3.2%	-33.9%	5.1%	?
O=C(COC(=O)CSc1ccc(Cl)cc1)Nc1ccccc1	-4.9%	-8.0%	157.6%[activator]	-17.2%	-4.6%	2.2%	11.1%	-0.4%	27.5%

As a working copy, part of the list above.
SMILES	TrxR1 substrate	USP1-UAF1 inh	12-LOX inh	Vif-APOBEC3F blk	Vif-A3G inh	RXFP1 ag	RGS4 inh	mIDH1 inhibitor	TrxR1 inh
Cc1c(C)c2cc(Cl)c(O)c(CN3CCN(C)CC3)c2oc1=O	.	-13.7%	-0.1%	-2.3%	2.4%	13.0%	-31.4%	17.3%	175.1%[activator][57.1 µM]
CCCCSc1ncc(C(=O)OCC)c(N)n1	-7.5%	1.5%	0.0%	-4.0%	2.5%	-0.1%	0.5%[11.4 µM]	5.9%	-1.4%

(cont.)
SMILES	TrxR1 substrate	USP1-UAF1 inh	12-LOX inh	Vif-APOBEC3F blk	Vif-A3G inh	RXFP1 ag	RGS4 inh	mIDH1 inhibitor	TrxR1 inh
COc1cccc(O)c1CN1CCC(n2nccc2NC(=O)c2ccc3c(c2)OCO3)CC1	-3.5%	-20.9%	-12.8%	-22.8%	-0.4%	-0.3%	-5.3%	-2.4%	3.3%
Nc1c(Br)cc(Br)c(N2CCCC2=O)c1Br	1.3%	-14.6%	-10.6%	-9.6%	-0.5%	3.5%	3.7%	2.3%	-0.9%
O=C(NC1CCCc2ccccc21)C1CCN(S(=O)(=O)c2ccccc2F)CC1 (configuration not stated)	-6.0%	-4.4%	-5.5%	-12.6%	1.7%	0.3%	-6.3%	3.6%	7.2%
COC(=O)c1ccc(C2/C(=C(\O)c3cccc(OC)c3)C(=O)C(=O)N2CCCN(C)C)cc1 (configuration not stated)	-11.5%	-6.6%	-9.5%	4.6%	0.1%	2.2%	-6.2%	1.9%	-28.6%
CCN(CC)S(=O)(=O)c1ccc2c(c1)nc(SCC(=O)N1CCOCC1)n2-c1ccccc1OC	-4.2%	-6.6%	0.0%	4.4%	1.6%	-0.6%	5.1%	-6.2%	-0.2%
CC(C)NCC#CCOc1ccc(Cl)cc1	5.8%	-20.8%	-19.0%	-6.7%	0.0%	0.6%	-17.3%[56.9 µM]	-0.5%	25.9%
Cc1ccc(-n2c([S-])c(C(=O)NC(C)c3ccccc3)[n+]3ccccc23)cc1 (configuration not stated)	-4.1%[57.1 µM]	-20.8%	?	3.3%	-1.2%	1.3%	3.0%	-0.2%	-4.8%[57.1 µM]
CCN(CC)C(=O)Cn1cc(SCC(=O)NC2CCCCC2)c2ccccc21	.	-8.7%	-8.2%	8.8%	-3.2%	.	.	1.1%	.
O=S(NCc1ccco1)C12CC3CC(CC(C3)C1)C2 (configuration not stated)	11.3%	-14.1%	?	-1.0%	-5.0%	2.0%	-15.9%	-3.1%	35.5µM*
O=C(/C=C/c1ccc(Br)o1)OCc1nc2ccsc2c(=O)[nH]1	6.7%	?	.	?	0.0%	6.9%	?	2.3%	-33.0%
CCOc1ccc(NC(=O)CN(C)C(=O)C2CCN(C(=O)c3ccc(Cl)cc3)CC2)cc1OCC	0.4%	3.9%	8.1%	-4.2%	-5.0%	0.8%	2.5%	-13.0%	22.8%
COc1ccc(C2/C=C\CN(S(=O)(=O)c3ccc(C)cc3)[C@H](Cc3ccccc3)C(=O)N2Cc2ccc(F)cc2)cc1 (some centres not stated)	4.4%	-15.4%	.	-7.3%	-0.9%	-2.6%	-34.1%	-2.6%	-10.3%
C/C(=N\NC(N)=S)c1ccc(-n2ccnc2)cc1	-9.3%	-17.8%	19.7%	2.3%	1.7%	0.0%	?	0.0%	-21.7%
CC(=O)c1ccc(OCC(O)COc2ccc(C(C)=O)cc2)cc1	4.0%	-18.9%	19.7%	-6.3%	1.2%	0.0%	14.6%	2.1%	17.0%
CCOC(=O)C(C)Sc1nnc2c3ccccc3n(C)c2n1 (configuration not stated)	-3.1%	-23.5%	-1.7%	-0.3%	-0.6%	14.6%	9.8%	7.1%	17.5%
Cc1oc2ncnc(N3CCOCC3)c2c1C(=O)NCc1ccccc1	1.4%	1.8%	-19.9%	2.1%	4.1%	-0.3%	2.8%	0.2%	10.1%
CCOC(=O)c1cc(NC(=O)N2CCCc3ccccc32)c(C)nc1C	-6.2%	7.0%	3.7%	.	-1.0%	-2.6%	9.9%	5.7%	-10.7%
CN(Cc1ccco1)C(=O)CN1C(=O)NC(c2ccccc2)(c2ccccc2)C1=O	4.3%	-5.5%	-19.1%	-2.4%	-0.8%	0.0%	-13.4%	1.4%	4.7%
